# Screening results as filed in PubChem BioAssay.
# Dynein transport: blocks dynein driven cargo transport along microtubules; 0.47% of 220,000 active; z-score, hits read low; 3617.4 mouse cells, GR-EGFP nuclear translocation imaging; test concentration mostly 20 µM; stimulated with dexamethasone, 1 µM; active compounds read low;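 active means plate z-score of nuclear minus cytoplasmic receptor signal below a set negative limit, without overly bright fluorescence or cell loss, cut at about -3.5 in these data, passing the limit was not always enough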;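 further: z-score of nuclear minus cytoplasmic ring GR-EGFP intensity difference per well; some compounds called inactive have numbers as strong as hits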
#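 Buffer or medium: Induction medium lacking tetracycline, stripped serum | Also added: Dexamethasone agonist, 1.0 µM final, for 30 min | Timing: 48 h induction, 1 h compound, 30 min dex at 37 °C | Detection: Formaldehyde fixation, Hoechst nuclear stain, 10x automated fluorescence imaging | Measure: Nuclear versus cytoplasmic GR-EGFP signal, averaged per well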
# Autophagy HCS: alters autophagy in cells | MEF GFP-LC3 puncta imaging; test concentration mostly 10 µM | calls only at 10 µM (by protocol) | 0.98% of 190,000 active;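 active means percentage of spot-positive cells more than 3 SD above its plate mean, without a fluorescence outlier flag or 80% toxicity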;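 further: spot-positive cell cutoff set from DMSO-treated cells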
# Yfh1-off respiration: mitochondrial function rescue without frataxin homolog – Friedreich's ataxia, plus single-dose screen, dose response (AID 1465); S. cerevisiae Yfh1-off respiration, WST-1 reduction, 72 h; higher fold induction means a stronger effect; one-dose fold induction at 50 µM; EC50 in µM for titrated hits; 0.074% of 220,000 active;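 active means fold induction of absorbance versus untreated yeast above a set limit, then at least 30% activation at any dose in follow-up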;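 further: activators that raise dye reduction in frataxin-depleted yeast; strong numbers were not always called active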
# PMI inhibition: MPI inhibition at elevated mannose 6-phosphate – biochemical, fluorescence intensity, high mannose 6-phosphate, primary screen (AID 1220) | 0.66% of 190,000 active | inhibition, % at 20 µM; hits with a dose series show IC50 in µM | recombinant PMI enzyme, coupled fluorescence intensity; higher % means a stronger effect
# bCat nuc transl: modulators of beta-catenin nuclear translocation; HeLa beta-catenin nuclear translocation, immunofluorescence imaging; nuclear translocation activity, % at 5 µM; 0.3% of 190,000 active;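 active means nuclear translocation activity above 50% at 5 µM, with a well cell count of 50 or more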;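 further: per-cell ratio of nuclear to cytoplasmic median beta-catenin stain intensity; plate controls were DMSO negative control for no effect and GSK-3 inhibitor IX positive control for full effect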
#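 test system = HeLa cells, endogenous beta-catenin | dosing = single 5 µM dose plus 0.02–20 µM confirmation series | times = compound treatment 24 h, 37°C, 5% CO2 | technique = beta-catenin immunofluorescence imaging with DAPI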
# WT yeast gro inh: growth inhibition of WT yeast, mitochondrial fusion screen; AID 1362; 2.1% of 190,000 active; inhibition, % at 10 µM; mitochondrial fusion phenotypic screen, WT strain; in the data active means inhibition above about 58%; tested in S. cerevisiae
# Ins promoter up: MIN6 insulin promoter up-regulation. 0.3% of 190,000 active. AID 1625. MIN6 insulin promoter-GFP reporter, high-content imaging; active compounds read high. z-score at 5 µM;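 active means z-score above 3 at 5 µM with at least 500 cells counted in the well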
# MT stabilize HCS: microtubule stabilization, imaging screen. 0.83% of 200,000 active. AID 2205. HeLa tubulin immunostaining HCS, 24 h; share of cells brighter than vehicle mean+2SD. % tubulin-high responders, % at 10 µM;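 active means plate Z-score above 3 for both tubulin-high and condensed-nucleus cell shares, with cell loss under 80%, at 10 µM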;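 further: anti alpha tubulin signal scored within the nucleus-defined area of each cell; some results filed as inactive read as strong as hits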
# human PMI inhibition: MPI enzyme activity inhibition – biochemical, fluorescence intensity, coupled assay, primary screen (AID 1209). purified PMI enzyme, coupled fluorescence intensity; higher % means a stronger effect. inhibition, % at 20 µM; hits with a dose series show IC50 in µM. 0.42% of 190,000 active;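 further: plate controls were DMSO vehicle for no effect and wells lacking substrate for full effect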
# WT yeast gro inh mutant strain: second read-out of WT yeast gro inh, no call of its own (marks repeat the call); inhibition, %; mitochondrial fusion phenotypic screen, mutant strain inhibition
# Dynein transport cytoplasmic EGFP: further read-out of Dynein transport, marked with its call; z-score; measured here: cytoplasmic GR-EGFP intensity; active compounds read high
# Dynein transport nuclear GR-EGFP: also measured in Dynein transport; calls as there; z-score; measured here: nuclear GR-EGFP intensity;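 lower value marks the stronger effect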
# Dynein transport cell count: recorded beside Dynein transport, whose call it bears; z-score; measured here: cell count per field
# Ins promoter up cell count: further read-out of Ins promoter up, marked with its call; cell count; measured here: cytotoxicity, nuclei count;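 total cells summed across four imaged fields per well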
# bCat nuc transl cell count 5 µM: also measured in bCat nuc transl; calls as there; cell count; measured here: cell count, cytotoxicity flag
# MT stabilize HCS Hoechst-high %: recorded beside MT stabilize HCS, whose call it bears; % Hoechst-high responders; measured here: nuclear condensation Hoechst responders;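 share of cells brighter than vehicle mean plus two SD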
# MT stabilize HCS cytotoxicity %: second read-out of MT stabilize HCS, no call of its own (marks repeat the call); toxicity, %; measured here: cytotoxicity by cell density;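 0% = mean cell density of plate MIN control wells and 100% = no cells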
# Autophagy HCS cell loss 18 h: further read-out of Autophagy HCS, marked with its call; toxicity, %; measured here: cell loss, nuclei count;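 cell loss after 18 h compound exposure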
# Starred values were filed as active, the others as inactive; i = inactive; x = not tested or not shown; + = active, no number. Unless noted, no stated cut-off is given here; in the data, active means inhibition above about 50%; inactive means the rest. The order is random, and some 5% of all compounds hit somewhere here.
molecule	MT stabilize HCS	Ins promoter up cell count	Ins promoter up	MT stabilize HCS Hoechst-high %	Dynein transport nuclear GR-EGFP	Dynein transport cell count	WT yeast gro inh	bCat nuc transl cell count 5 µM	Autophagy HCS cell loss 18 h	Yfh1-off respiration	Dynein transport	MT stabilize HCS cytotoxicity %	Dynein transport cytoplasmic EGFP	bCat nuc transl	Autophagy HCS	human PMI inhibition	PMI inhibition	WT yeast gro inh mutant strain
O=C(O)c1ccc(CSc2n[nH]c(-c3ccco3)n2)cc1	1.8	1259	0.21	1.6	0.077	1.3	-3	1154	-1	i	0.0011	0.2	-0.0039	-0.2	i	-20%	-55%	0
CC(C)[C@H](NC(=O)c1ccccc1Cl)C(=O)OCc1cc([N+](=O)[O-])cc2c1OCOC2	4.2	1493	-0.51	3.2	0.14	0.29	-17	1073	-6	i	-0.28	4.6	-0.26	-0.4	i	4%	-5%	-7
COc1ccc(NC(=O)CSc2ncnc3c2cnn3Cc2ccccc2)cc1OC	1.7	951	-0.73	1.0	-0.23	0.37	7	1182	5	i	-0.65	6.9	-0.18	-0.3	i	-3%	-4%	13
Cc1ccc(-c2nc(SCC(=O)Nc3cc(S(=O)(=O)N4CCCCC4)ccc3Cl)n[nH]2)cc1	1.7	1183	-1.8	1.8	-0.24	1.5	18	1074	-8	i	-0.96	11	-0.25	1.1	i	19%	11%	14
COC(=O)c1sc(=S)n(Cc2ccccc2)c1C	x	1358	0.55	x	-0.35	-0.042	x	816	x	i	-0.12	x	-0.19	8.7	x	x	x	x
O=S(=O)(N1CCCCC1)N1CCN(CC(O)COc2ccc3cc(Br)ccc3c2)CC1 (stereo unspecified)	4.5	x	x	1.2	-0.32	0.94	12	x	-4	i	-0.35	8.9	-0.0071	x	i	-2%	-3%	23
CC1(C)C=C(c2ccc(C=O)s2)CC(C)(C)N1	2.4	1997	0.53	1.5	0.59	0.48	15	1076	7	i	0.084	4.2	-0.13	0.7	i	15%	14%	23
CCCCCn1c(=O)c(-c2nc3ccccc3[nH]2)c(O)c2ccccc21	2.8	1052	-5.3	1.7	-0.57	0.96	-7	1538	16	i	0.047	4.7	-0.38	-0.6	i	-13%	-18%	-8
CC(=O)c1cn(C)c(=O)[nH]c1=O	2.2	1292	0.14	2.2	0.27	0.04	-21	1126	0	i	-0.094	6.7	-0.32	1.6	i	0%	1%	6
CCCN(C(=O)Cc1nc(N)n[nH]1)C1(C(=O)Nc2ccccc2C)CCCCC1	1.9	1620	-0.29	1.7	-1.2	0.83	4	1321	6	i	-0.86	10	-0.18	-0.4	i	9%	2%	8
COc1ccc(N2C=C3C(=O)C(C)(OC(=O)CCc4ccccc4)C(=O)C=C3C=C2c2ccc(C#N)cc2)cc1 (stereo unspecified)	x	953	1.1	x	-0.13	0.59	x	1220	x	i	-0.43	x	-0.37	0.6	x	x	x	x
Cc1ccc(SCc2[nH]nc3c2C2(C(=O)Nc4ccc([N+](=O)[O-])cc42)C(C#N)=C(N)O3)cc1 (stereo unspecified)	4.3	1504	0.64	0.8	-0.16	0.064	-17	1414	15	i	0.056	7.5	-0.22	4.7	i	18%	22%	34
O=C(CNC(=O)c1ccccc1F)OCc1nc2ccccc2s1	3.2	1646	0.86	1.2	-0.48	1.2	-4	1099	-4	i	-1.2	15	-0.26	-3.3	i	1%	0%	-4
CCN1C(=O)N/C(=C/c2ccc(Sc3ccc(C)cc3)o2)C1=O	2.2	1582	-0.17	1.6	-0.12	0.33	10	1364	-3	i	-0.73	5.7	-0.079	-3.1	i	-8%	6%	0
COC(=O)/C=c1/s/c(=C(\C#N)C(=O)NCc2ccco2)n(-c2ccccc2)c1=O	2.6	1286	0.14	2.4	0.8	-0.1	-5	1196	33	i	0.8	17	-0.29	-2.2	i	-15%	-6%	-10
c1ccc2c(CNc3ccc(CNc4ncn[nH]4)cc3)cccc2c1	3.9	x	x	1.4	0.19	0.073	-3	1073	5	i	0.59	0.1	-0.26	-2.8	i	18%	36%	-20
O=C(NCCCn1ccnc1)c1cc2nc(-c3ccc(Br)cc3)cc(C(F)(F)F)n2n1	1.7	722	-1.4	1.9	-0.025	-0.11	30	976	6	i	-0.31	7.6	-0.21	2.7	i	-15%	-10%	34
CC(C)c1nc(N2CCOCC2)c(C#N)c2c1CCCC2	7.7	x	x	2.8	-0.13	-0.12	74*	x	4	i	-0.59	3.8	-0.15	x	i	15%	9%	40*
Cn1c(=O)c2c(ncn2CC(=O)N2CCc3ccccc3C2)n(C)c1=O	3.7	1591	-0.44	1.6	0.071	-0.2	-6	1000	7	i	-0.5	6.3	-0.2	-2.2	i	-3%	-3%	-5
CC(=O)N(Cc1ccc(Br)cc1)c1ccccc1C(=O)O	x	1071	0.6	x	-0.39	1.3	x	1366	x	i	-0.79	x	-0.27	0.1	x	x	x	x
CCCCCOc1ccccc1C(=O)NCCCC(=O)O	3.6	1005	0.5	2.7	0.13	0.58	14	1179	10	i	-0.35	0.1	-0.22	1.6	i	0%	10%	22
Cc1ccc2c(CNCc3ccco3)cc(=O)oc2c1	2.5	1215	0.05	1.2	-1.2	-0.08	-8	1090	5	i	-1.7	4.3	-0.18	0.8	i	-10%	-8%	6
CC(=O)Nc1ccc(NC(=O)CSc2ccc(C)cc2)cc1	1.3	x	x	1.5	0.3	0.2	7	1201	-1	i	-0.042	5.9	-0.18	-4.1	i	-1%	0%	15
O=C(Nc1ccc2c(c1)OCO2)c1cnccn1	3.7	1118	0.01	1.6	-0.11	0.68	8	1132	9	i	-0.42	9.3	-0.29	-0.2	i	-6%	-6%	3
CCN(CC)CCCNc1nc(N)c([N+](=O)[O-])c(NCCO)n1	x	1010	0.05	x	0.37	-0.29	x	1354	x	i	1	x	-0.26	0.1	x	x	x	x
Clc1cccc(Oc2cnc3ccccc3n2)c1	2.1	1484	0.99	1.9	0.65	0.18	-11	1375	1	i	0.25	6.8	-0.21	0.3	i	15%	19%	6
CSc1nc(N)c(C(=O)NC2CCCCC2)s1	x	1430	0.2	x	-0.68	0.6	x	1112	x	i	-0.84	x	-0.19	0.0	x	x	x	x
Cc1cc(Cl)c(S(=O)(=O)Nc2ccc3c(c2)OCO3)cc1OCC(=O)NC1CCCCC1	1.0	981	-0.28	1.7	-0.31	0.52	9	x	-20	i	-0.88	7.5	0.2	x	i	15%	16%	4
CCOc1ccc(NC(=O)CCC(=O)NNC(=O)c2ccco2)cc1	4.2	1311	-0.53	3.3	-0.73	1	-14	1062	-18	i	-0.52	11	-0.3	2.0	i	-6%	-9%	-8
N#CCc1c(C#N)c(N)nc(N2CCN(C=O)CC2)c1C#N	2.2	1239	-0.53	1.9	-0.012	0.72	-8	1110	1	i	-1.1	4.9	0.12	-0.7	i	-4%	14%	16

# Copied from above for reference:
molecule	MT stabilize HCS	Ins promoter up cell count	Ins promoter up	MT stabilize HCS Hoechst-high %	Dynein transport nuclear GR-EGFP	Dynein transport cell count	WT yeast gro inh	bCat nuc transl cell count 5 µM	Autophagy HCS cell loss 18 h	Yfh1-off respiration	Dynein transport	MT stabilize HCS cytotoxicity %	Dynein transport cytoplasmic EGFP	bCat nuc transl	Autophagy HCS	human PMI inhibition	PMI inhibition	WT yeast gro inh mutant strain
CC(=O)N(Cc1ccc(Br)cc1)c1ccccc1C(=O)O	x	1071	0.6	x	-0.39	1.3	x	1366	x	i	-0.79	x	-0.27	0.1	x	x	x	x
CCCCCOc1ccccc1C(=O)NCCCC(=O)O	3.6	1005	0.5	2.7	0.13	0.58	14	1179	10	i	-0.35	0.1	-0.22	1.6	i	0%	10%	22

# (cont.)
molecule	MT stabilize HCS	Ins promoter up cell count	Ins promoter up	MT stabilize HCS Hoechst-high %	Dynein transport nuclear GR-EGFP	Dynein transport cell count	WT yeast gro inh	bCat nuc transl cell count 5 µM	Autophagy HCS cell loss 18 h	Yfh1-off respiration	Dynein transport	MT stabilize HCS cytotoxicity %	Dynein transport cytoplasmic EGFP	bCat nuc transl	Autophagy HCS	human PMI inhibition	PMI inhibition	WT yeast gro inh mutant strain
COCC(C)Nc1ncnc2c1cnn2-c1ccc(Cl)cc1 (stereo unspecified)	3.8	x	x	2.4	0.094	-0.47	3	1360	-1	i	0.33	8.8	-0.25	-2.6	i	-5%	-9%	4
Cc1cc(NC(=O)c2ccccc2F)n(-c2nc3ccccc3[nH]2)n1	4.5	1100	-2.3	4.8	0.11	-0.51	1	1026	-2	i	-0.38	2.6	-0.17	-1.6	i	-7%	-1%	-12
CCc1ccc(/C=N/NC(=O)c2cc(-c3ccccc3OC)nc3ccccc23)s1	1.3	x	x	1.7	0.074	0.86	21	1181	27	i	-1.1	6.9	-0.3	1.7	i	7%	7%	-3
COc1ccccc1CNC(=O)C1CCN(S(=O)(=O)c2cccc3cccnc23)CC1	4.9	890	-0.13	1.2	0.0045	0.28	10	1152	x	i	-0.019	6.6	-0.21	-0.1	x	-1%	0%	4
Brc1cccc(-c2cnco2)c1	2.3	1413	1.4	2.2	-0.091	0.16	2	946	13	i	-0.45	7.5	-0.12	-1.3	i	-2%	-11%	-4
CCN1CCN(Cc2c(O)ccc3c2O/C(=C\c2ccc(C)cc2)C3=O)CC1	1.5	1568	-1.1	2.2	-0.7	-0.069	-3	1089	-6	i	-0.77	4.6	-0.055	-4.3	i	-4%	-2%	-3
CSc1nc(-c2ccc(Cl)cc2Cl)[nH]c(=O)c1C#N	4.4	1311	0.17	1.2	-0.36	0.88	14	547	3	i	-0.1	2.7	-0.21	1.3	i	-12%	-16%	-13
O=C(NC1CCCC1)c1cnn2c(C(F)(F)F)cc(-c3ccc4c(c3)OCO4)nc12	9.7	x	x	18	0.28	0.3	-38	x	0.5*	i	0.58	33	-0.17	x	+	7%	9%	-27
COc1ccc(-c2nc(C)c(C(C)=O)n2O)cc1OC	3.8	1677	0.3	2.6	0.16	0.55	8	1034	24*	i	0.18	7.2	-0.21	0.5	+	17%	18%	14
